# High-throughput results: PubChem BioAssay, National Center for Advancing Translational Sciences (NCATS)
# D1 antagonist: blocks dopamine activation of the human D1 receptor | P21728 | HEK293 TREx D1 cells, calcium flux, dopamine EC80; active compounds read low | activity change, negative = inhibition, % at 10 µM | 360,000 tested, 3.2% active | AID 504652; in the data active = activity change below about -30%; also: % is scaled to controls: 0 for no effect and ±100 for the full control effect
#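 Calcium flux readout: force-coupled, inducible Hek293 Trex D1 line, cells induced overnight at 30 C with tetracycline, dye-loaded 30–90 min at RT. Antagonism scored against EC80 dopamine challenge given 180 s after compound.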
# D2 antagonist: antagonists of human D2 dopamine receptor; HEK293 TREx D2 cells, calcium flux, dopamine EC80; P14416; inhibition, % at 10 µM; 340,000 tested, 2% active; in the data active = inhibition above about 30%; also: 0% is about no effect
# Target sequence (P14416 whole entry, looked up): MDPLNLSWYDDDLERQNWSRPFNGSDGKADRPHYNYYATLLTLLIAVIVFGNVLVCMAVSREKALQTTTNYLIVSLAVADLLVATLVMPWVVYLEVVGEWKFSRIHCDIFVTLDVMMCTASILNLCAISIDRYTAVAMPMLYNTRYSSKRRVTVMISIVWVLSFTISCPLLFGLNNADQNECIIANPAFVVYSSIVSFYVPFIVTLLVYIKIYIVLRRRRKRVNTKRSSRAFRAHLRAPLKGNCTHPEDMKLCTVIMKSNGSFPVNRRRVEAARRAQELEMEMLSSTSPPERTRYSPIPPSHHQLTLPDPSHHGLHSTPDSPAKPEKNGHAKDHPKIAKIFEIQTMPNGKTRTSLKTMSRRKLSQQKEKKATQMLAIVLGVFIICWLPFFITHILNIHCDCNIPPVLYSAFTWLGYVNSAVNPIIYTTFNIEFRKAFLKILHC
#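 Measurement of antagonist activity uses fluorescent calcium dye in inducible HEK293 T-REx D2 cells: 10 s baseline, compound addition with 180 s read, EC80 dopamine addition with a further 180 s read.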
# D2 agonist: D2 dopamine receptor (human) agonism | P14416 | HEK293 T-REx D2 cells, calcium flux agonist mode | activation, % at 2 µM | 340,000 tested, 0.53% active | AID 485358;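 active = activation over 3 SD above normal in the single-dose calcium agonist read, cut at about 30% in these data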; also: 0% is about no effect
#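 Tetracycline-induced HEK293 T-REx cells with force-coupled D2 receptor, plated overnight at 30 C, loaded with no-wash calcium dye. After a 10 s baseline, compound was pin-added and calcium flux read kinetically for 180 s; calcium rises flagged agonists.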
# D1 PAM: potentiators of human D1 dopamine receptor; P21728; HEK293 TREx D1 cells, calcium flux, dopamine EC20 potentiation; potentiation, % at 10 µM; 360,000 tested, 0.036% active; AID 504651; in the data active = potentiation above about 30%; also: 0% is about no effect
# RXFP1 antagonist: RXFP1 (human) relaxin receptor antagonism. Q9HBX9. HEK293-RXFP1, relaxin-stimulated cAMP HTRF, 30 min; active compounds read low. activity change, negative = inhibition, % at 57.5 µM. 350,000 tested, 0.59% active. AID 1259400;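 active = activity change of -60% or lower, but not beyond a set lower limit; inconclusive = change between -60% and -40%, or beyond the set limit; inactive = change above -40%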; also: % is scaled to controls: 0 for no effect and ±100 for the full control effect
# D1 ag: human D1 receptor agonism | HEK293 T-REx D1 cells, calcium flux, agonist mode | activation, % at 2 µM | 360,000 tested, 1% active; also: 0% is about no effect
#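 Agonism was scored from calcium flux recorded over 180 s (1 read/s) after pintool compound addition, following a 10-cycle baseline. Cells were inducible force-coupled HEK293 TREx D1, plated overnight at 30 C and loaded with no-wash calcium dye.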
# TRHR PAM: allosterically enhances the human TRH receptor. enhancement, % at 2 µM. 360,000 tested, 0.66% active. TRHR cells, fluo-8 calcium fluorescence, EC20 TRH enhancement. P34981. AID 493056; in the data active = enhancement above about 30%; also: 0% is about no effect
# Target sequence (P34981 whole entry, looked up): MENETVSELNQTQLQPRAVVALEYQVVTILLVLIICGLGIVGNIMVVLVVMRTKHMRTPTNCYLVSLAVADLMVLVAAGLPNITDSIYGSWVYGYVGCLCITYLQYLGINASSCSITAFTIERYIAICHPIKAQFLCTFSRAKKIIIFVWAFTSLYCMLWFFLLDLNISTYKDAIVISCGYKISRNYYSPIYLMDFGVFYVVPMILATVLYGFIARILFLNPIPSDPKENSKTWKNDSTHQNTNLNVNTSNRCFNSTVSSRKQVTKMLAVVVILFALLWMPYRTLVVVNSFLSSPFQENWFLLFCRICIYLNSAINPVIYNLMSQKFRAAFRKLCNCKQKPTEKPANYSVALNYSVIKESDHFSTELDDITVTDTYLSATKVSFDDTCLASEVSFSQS
#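 Enhancer read-out: after compound pinning and an initial kinetic agonist-mode read, an EC20 of TRH (10 nM final) was injected and fluo-8 calcium signal (Ex 480/Em 530) followed at 1 s/cycle for 100 cycles in TRHR-expressing cells.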
# TRHR ag: agonists of human TRH receptor | TRHR cells, calcium flux fluo-8, FDSS agonist mode | 360,000 tested, 0.18% active | AID 493084 | activation, % at 2 µM; also: 0% is about no effect
#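 TRHR-expressing cells loaded with fluo-8 calcium dye; 23 nL library compound pin-transferred, kinetic FDSS fluorescence (Ex 480/Em 530) recorded about 180 s for agonist-induced calcium release, before a 10 nM TRH EC20 addition for potentiator mode.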
# D2 PAM: positively modulates the human D2 dopamine receptor allosterically. P14416. HEK293 T-REx D2, calcium flux, EC20 dopamine potentiation. potentiation, % at 10 µM. 340,000 tested, 0.34% active;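 active = potentiation over 3 SD above the plate norm, cut at about 30% in these data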; also: 0% is about no effect
#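 Potentiation of an EC20 dopamine calcium response measured kinetically over 180 s, after a preceding 180 s compound-only read flagging agonists. Cells: inducible Hek293 Trex D2 line, 4000/well, cultured overnight at 30 C before dye loading.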
# * = called active by the depositor; ? = inconclusive; . = no result given; & = joins results of further samples. Rule as the data show it, unless noted: active = activation above about 30%; inactive = the rest.
Structure	D1 PAM	D2 antagonist	TRHR PAM	D1 antagonist	D2 PAM	D2 agonist	TRHR ag	RXFP1 antagonist	D1 ag
O=C(c1ccccc1)N1CC(COc2ccccc2)OC(c2cccnc2)O1 (stereo unspecified)	-3	-8	0	-19	-4	29	-0.3	-2	0
Cn1c(CO)cnc1SCc1ccc(F)cc1	-4	-5	5	1	4	-0.8	0.2	7	0
CN(C)c1ccc(CN2CCCC(O)C2)cc1 (stereo unspecified)	-8	3	-4	-1	10	0.1	0.6	-5	1
COc1cccc(CNC(=O)CCc2c(C)c3ccc(O)c(C)c3oc2=O)c1	-1	.	-13	-6	-17	-0.8	-0.5	-14	1
Cc1ccc(C2Nc3ccccc3-c3nc4ccccc4n32)o1 (stereo unspecified)	4	-15	4	3	6	-0.3	0.0	-1	0
Cc1noc(COc2ccccc2OCC(N)=O)c1Cl	-2	11	0	6	-1	-0.5	0.4	-2	4
CC(=O)N1CCN(c2ccc(S(=O)(=O)N3CCCCC3)cn2)CC1	-6	38*	3	8	3	0.8	-0.8	-5	4
O=C(Cn1cc(SCc2c(F)cccc2Cl)c2ccccc21)N1CCCC1	-6	.	-7	-11	-2	0.6	1.1	-21	2
Cc1oc2ncn(CC(C)C)c(=O)c2c1C(=O)Nc1ccc(Cl)cn1	-4	.	-12	3	-2	.	0.4	.	1
CCc1cc2c3c(c(=O)oc2cc1OC(C)C(=O)O)CCCC3 (stereo unspecified)	3	-1	4	1	3	-0.7	1.3	6	4
O=C(c1cc2c(s1)CCC2)N1CCN(c2ccccc2)CC1	-2	5	9	.	-9	-0.3	-0.9	.	1
CCOC(=O)C1=C(CP(=O)(c2ccccc2)c2ccccc2)NC(=O)NC1c1ccc(Cl)cc1 (stereo unspecified)	7	4	2	3	1	-1.2	-0.5	-8	1
CC1CN(c2nc(Nc3ccccc3)nc(N)c2[N+](=O)[O-])CC(C)O1 (stereo unspecified)	6	13	12	1	6	-1.7	-0.8	2	1
C(=N/N1CCN(c2ccccc2)CC1)/c1ccncc1	-7	0	13	-10	-8	1.1	0.7	-27	9
O=C(Nc1ccc2nsnc2c1)NC1CCCCC1	-6	6	5	5	-6	3.2	1.0	.	6
COc1ccc(OC)c(-c2csc(NC(=O)CSc3ccc([N+](=O)[O-])cc3)n2)c1	-5	-2	1	4	4	0.0	-0.2	?	3
COc1ccc(CCC(=O)NCCc2cn3c(C)csc3n2)cc1	-1	2	-3	2	-5	-0.5	-0.1	-6	2
Cc1ccc(C2(c3ccc(C)cc3)CC2C(=O)Nc2ccc([N+](=O)[O-])cc2O)cc1 (stereo unspecified)	-3	7	-6	-24	-1	0.8	0.9	-37	7
COc1cc(SC)ccc1C(=O)NC1CCCc2ccccc21 (stereo unspecified)	-4	19	-2	3	4	0.2	-0.5	-22	12
C#CCOCCOCCOCCNc1nc(N2CCN(C(=O)[C@H](CCC(=O)O)n3cc(C(N)Cc4ccc(O)cc4)nn3)CC2)nc(N2CCN(C(=O)[C@H](CCC(=O)O)n3cc(C(N)Cc4ccc(O)cc4)nn3)CC2)n1 (stereo partly specified)	-3	10	1	11	10	-0.2	-0.5	.	-3
CC1(C)CC(=O)N(c2ccccc2)C1(C)O (stereo unspecified)	-4	0	-7	-1	-2	0.2	-0.5	-4	4
Cc1cccc(C)c1NC(=O)CCc1nnc2ccc(N3CCCC3)nn12	-1	4	-4	9	5	0.2	0.7	-1	3
CC(CCc1ccccc1)NC(=O)C(=O)NCCO (stereo unspecified)	-2	-6	-4	-8	-3	0.1	-0.2	14	1
CCN(CC)CCn1c(=S)[nH]c2cc(C(=O)N3CC=C(c4ccccc4)CC3)ccc2c1=O	0	-28	10	21	2	0.2	-0.6	.	3
CCCNC(=O)CN(c1ccc(F)cc1)S(=O)(=O)c1ccc2c(c1)OCCO2	-3	2	3	4	5	0.6	-0.5	11	0
NC(=O)C(c1ccccc1)C1CCCC1 (stereo unspecified)	3	0	12	-3	10	0.2	-0.3	-3	-2
Cc1ccc(NC(=O)C2CCCN(c3nccc(C)n3)C2)c(C)c1 (stereo unspecified)	13	-15	4	5	.	3.0	0.0	-22	-1
Cc1c(Cl)cccc1NC(=O)Cn1cccc1	12	3	18	14	8	0.5	-0.1	19	1
CCn1cc(C(=O)Nc2ccc(C(C)C)cc2)c2cc(OC)c(OC)cc2c1=O	-1	.	-5	0	-7	0.0	0.2	.	5
CCc1nnc(NC(=O)Nc2ccccc2OC)s1	-12	24	5	1	-7	0.0	-0.1	-8	0
CC1CC(C)CN(C(=O)COC(=O)c2ccc([N+](=O)[O-])o2)C1 (stereo unspecified)	-13	31*	1	-6	-2	0.5	-0.5	7	2
CCCCNC(=O)CN1C(=O)COc2ccc(S(=O)(=O)N3CCCCCC3)cc21	3&2	-6	-4&-3	-1&-6	9	0.3&-0.5	-1.1&0.1	4	-1&2
Cc1oc2c(c1C(=O)Nc1cccc(Br)c1)C1=NCCN1C=N2	-5	.	3	-7	.	-0.3	0.5	-9	-1
COc1ccc(C(=O)C2CCCN(C(=O)C3=CCCC3)C2)cc1OC (stereo unspecified)	1	12	-5	19	6	0.0	0.5	5	0
CCOC(=O)C1CCN(Cc2cn[nH]c2-c2ccccc2)CC1	-8	-2	-1	6	7	2.5	0.8	14	2
O=C(Cc1csc(Nc2nc(=S)[nH]c3ccccc23)n1)N1CCN(c2cccc(C(F)(F)F)c2)CC1	3	0	4	10	8	0.1	0.5	2	5
Cc1csc(SCC(=O)c2c(N)n(C)c(=O)n(C)c2=O)n1	4	1	-4	-24	-5	0.9	1.4	1	4
CCSc1nnc2c(n1)OC1(CCCC1)Nc1ccccc1-2	-1	39*	-2	9	1	-1.6	-0.7	.	0
COc1ccc(NC(=S)Nc2cccc(Cl)c2)cc1OC	-1	-7	-1	-1	-6	1.1	0.3	-10	3
CCNS(=O)(=O)c1ccc(CCC(=O)Nc2ccc3c(c2)OCCO3)cc1	2	12	3	2	-1	0.9	0.4	3	0
COc1cccc(C(C)NC(=O)Nc2cc(Cl)ccc2OC)c1 (stereo unspecified)	-1	18	-4	.	-1	-0.4	-0.7	-10	4
CN(C(=O)COc1ccc(Cl)cc1Cl)c1nnc(C23CC4CC(CC(C4)C2)C3)s1	-2	6	-1	37	14	-1.4	-0.4	3	-1
CC(C)Cn1nc(NC(=O)c2cccc(Cl)c2)c2cc3ccccc3nc21	-2	.	3	-13	18	-1.1	-1.2	-9	6
OC(CSc1ccc(F)cc1)CN1CCN(c2ccccc2)CC1 (stereo unspecified)	-5	76*	-1	-24	-24	80*	-1.3	4	3
COCCCN1C(=O)C(=O)/C(=C(/O)c2ccc(OC(C)C)cc2)C1c1ccncc1 (stereo unspecified)	6	-4	5	-14	10	0.5	0.8	-5	0
Cc1noc(/C=C/c2ccco2)c1S(=O)(=O)N1CCC(C(=O)N2CCc3ccccc3C2)CC1	-4	-3	1	-8	-2	0.6	-0.1	?	1
O=C(O)CCCNC(=O)c1cccc(C(=O)NCCCC(=O)O)n1	-3	9	-6	-13	7	2.0	-0.2	.	1
Cc1nn(Cc2ccc([N+](=O)[O-])cc2)c(=O)n1-c1ccccc1	-1	-10	6	-23	19	-0.5	-0.1	4	8
CC(C)(C)OC(=O)NCCCC[C@@H](C(=O)NCCCCCCCCCCC(=O)N1CCN(C(=O)OC(C)(C)C)CC1)n1cc(CCCC(=O)O)nn1	-6	.	13	-2	.	.	1.7	.	0
Cc1ccn2c(=O)nc(SCC(=O)Nc3cc(C)on3)nc2c1	-1	42*	-10	7	-10	-0.8	-0.4	5	4
O=C(CCSc1ccccc1)Nc1nnc(-c2cccs2)o1	-3	1	-2	-27	2	0.4	-0.8	.	3
CC(C)C(=O)Nc1ccc2nn(-c3ccccc3)nc2c1	4	1	2	2	-3	0.5	1.1	-28	1
COc1cc(C(=O)N2CCN(C3CCC(C)CC3)CC2)cc(OC)c1OC (stereo unspecified)	1	-10	2	-5	6	0.1	-0.2	-4	3
COCCCNc1nc2c(-c3cccc(C)c3)nnn2c2ccc(Cl)cc12	-8	22	-10	0	-2	0.7	1.5	-2	7
Cc1sc(NC(=O)C2CSC3(C)CCC(=O)N23)nc1-c1ccccc1 (stereo unspecified)	8	9	2	7	16	0.0	1.0	-30	0
COc1ccc(NC(=O)c2cc3c(=O)n4ccccc4nc3n2C)c(OC)c1	2	3	-2	0	.	0.7	0.0	-7	2
O=C(CCCn1c(=O)c2ccccc2n(CC(=O)N2CCN(c3ccccc3)CC2)c1=O)NCc1ccco1	-9	-8	-1	0	-28	-0.3	-0.5	-12	2
Cc1ccc(NC(=O)Cn2c(=O)n(Cc3nc(C)no3)c(=O)c3ccccc32)c(Cl)c1	0	.	1	7	-4	0.4	0.1	-5	-1
Cc1ccc(Cn2cc(CCC(=O)NC3CCCCC3)c3ccccc32)cc1	1	.	2	1	2	-0.2	0.0	-2	0
Cc1ccccc1NCc1nnc2n1CCCCC2	3	20	-1	-9	18	0.0	0.3	1	1

# Remaining list, next part
Structure	D1 PAM	D2 antagonist	TRHR PAM	D1 antagonist	D2 PAM	D2 agonist	TRHR ag	RXFP1 antagonist	D1 ag
CCOC(=O)c1ccc(N2C(=O)CC(C3CCCO3)C2=O)cc1 (stereo unspecified)	-3	-1	-1	-20	-2	0.3	0.7	-1	1
COC(CNC(=O)C1CC(=O)N(CCc2ccccc2)C1)OC (stereo unspecified)	2	2	-4	3	6	-0.6	0.5	-3	3
CC(=O)NC(c1ccco1)c1cc(Br)c2cccnc2c1O (stereo unspecified)	0	.	-6	2	.	.	0.2	.	8
N#Cc1ccccc1OCC(O)CS(=O)(=O)c1ccccc1 (stereo unspecified)	-1	-9	-2	-5	-4	0.5	0.8	-4	3
COc1ccc(C2CC(c3ccc4ccccc4c3OC(C)=O)=NN2C(C)=O)cc1 (stereo unspecified)	-4	-3	0	7	5	-0.2	-0.6	16	1
Cc1cccc(NC(=S)N(Cc2ccc(Br)cc2)Cc2ccc(C(=O)O)cc2)c1	-1	-4	-3	-16	4	0.0	-0.1	-1	0

# Random draw from the library. About 7.3% of those tested had a hit in this group.
